V1aR counter = V1a receptor agonism, counter-screen for OXTR agonists. CHO-V1R cells, Fluo-8 calcium fluorescence, agonist mode; 0% DMSO, 100% 3 nM vasopressin. activation, % at 3 µM. P37288. 320,000 tested, 0.25% active;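 active = activation above the mean activation of all tested compounds plus 3 SD, per screening run, cut at about 20% in these data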;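 note: signal is peak over basal fluorescence ratio across a 100 second FLIPR read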
CHRM1 PAM = positive allosteric modulators of human M1 muscarinic receptor. AID 588819. CHO-K1 hM1, Fluo-8 calcium fluorescence, ACh EC20; 0% = ACh EC20, 100% = maximal ACh. 360,000 tested, 0.088% active. activation, % at 3 µM; in the data active = activation above about 19%, passing the limit was not always enough
CHRM1 antagonist = blocks human M1 muscarinic receptor. 360,000 tested, 1.3% active. CHO-K1 hM1, Fluo-8 calcium fluorescence, ACh EC80 antagonist. inhibition, % at 3 µM;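 active = percent inhibition above its own plate's cutoff, namely the mean of that plate's compound wells plus 3 SD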;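 note: peak over basal fluorescence ratio during 140 s after agonist addition; 0% = ACh EC80 plus DMSO and 100% = DMSO alone without agonist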
OXTR agonist = human OXTR agonism; P30559; CHO-OTR cells, Fluo-8 calcium fluorescence; normalized: DMSO 0%, oxytocin 100%; activation, % at 3 µM; 320,000 tested, 0.32% active; AID 2435;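 active = activation above the mean of all tested compounds plus 3 SD, cutoff set per screening run, cut at about 20% in these data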;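 note: peak over basal fluorescence ratio from a 100 s FLIPR kinetic read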
Target sequence (P30559 whole entry, looked up): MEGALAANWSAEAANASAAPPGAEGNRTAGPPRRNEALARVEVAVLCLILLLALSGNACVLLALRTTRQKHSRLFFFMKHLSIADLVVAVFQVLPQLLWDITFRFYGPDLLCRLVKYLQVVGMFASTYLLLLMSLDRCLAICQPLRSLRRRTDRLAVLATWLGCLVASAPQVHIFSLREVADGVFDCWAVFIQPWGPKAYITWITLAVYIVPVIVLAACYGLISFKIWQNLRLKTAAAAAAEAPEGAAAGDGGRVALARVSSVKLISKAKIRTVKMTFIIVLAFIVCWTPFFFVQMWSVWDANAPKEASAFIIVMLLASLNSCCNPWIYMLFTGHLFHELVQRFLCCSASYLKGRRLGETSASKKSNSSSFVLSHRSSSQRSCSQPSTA
TAAR1 ag = agonists of human TAAR1; Q96RJ0; CHO RD-HGA16 TAAR1, Fluo-8 calcium fluorescence; vehicle wells 0%, saturating PEA agonist 100%; activation, % at 3 µM; 360,000 tested, 0.99% active; AID 624467;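 active = activation above the mean activation of all test compounds in the run plus 3 SD, cut at about 38% in these data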
Target sequence (Q96RJ0 whole entry, looked up): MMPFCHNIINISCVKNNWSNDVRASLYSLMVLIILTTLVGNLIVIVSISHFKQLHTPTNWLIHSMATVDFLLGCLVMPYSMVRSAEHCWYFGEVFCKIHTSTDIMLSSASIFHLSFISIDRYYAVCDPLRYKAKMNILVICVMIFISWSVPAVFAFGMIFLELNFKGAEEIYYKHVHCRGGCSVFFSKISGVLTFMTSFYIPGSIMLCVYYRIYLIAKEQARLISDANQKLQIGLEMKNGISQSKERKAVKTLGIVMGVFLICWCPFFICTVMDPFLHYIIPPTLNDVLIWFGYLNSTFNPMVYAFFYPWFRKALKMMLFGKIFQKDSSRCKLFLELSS
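Repeats: no replicates (n 1) | Material: CHO-derived RD-HGA16 cells with stable Gα16 and human TAAR1 | Technique: Kinetic Fluo-8 calcium fluorescence | Schedule: 17-24 h seeding, 75 min 37 °C dye, 30 min RT | Evaluation: % activation from peak over basal fluorescence ratio, DMSO-to-PEA scaled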
CHO parental Ca = counter-screen for OX1R antagonists: effect in parental CHO cells; parental CHO-K1, ATP-induced calcium, Fluo-8 fluorescence; inhibition, % at 5.6 µM; 330,000 tested, 0.63% active;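 active = inhibition above that plate's mean sample inhibition plus 3 SD, cut at about 26% in these data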;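 note: 0% = ATP-challenged DMSO wells and 100% = DMSO wells without ATP; some compounds past the cut are filed as inactive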
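Test system: untransfected parental CHO cell line. Compound: one dose, 5.6 µM nominal. Detection: intracellular calcium via Fluo-8 no-wash fluorescent dye. Measure: % inhibition. Benchmarks: ATP-challenged DMSO wells low, unchallenged DMSO wells high.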
CHRM1 agonist = human M1 muscarinic receptor agonism | CHO-K1 hM1, Fluo-8 calcium fluorescence, agonist mode; 0% DMSO, 100% acetylcholine EC100 | 360,000 tested, 0.33% active | P11229 | activation, % at 3 µM;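 active = activation above the run's mean compound activation plus 3 SD, cut at about 16% in these data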;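 note: peak over basal fluorescence ratio within a 140 s kinetic read after compound addition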
OXTR potentiate = potentiators of human oxytocin receptor. P30559. CHO-OTR cells, Fluo-8 calcium fluorescence, potentiator mode; 0% = oxytocin EC15, 100% = EC100. activation, % at 3 µM. 320,000 tested, 0.061% active. AID 2445;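 active = activation above that plate's cutoff, the mean activation of tested compounds plus 3 SD, cut at about 6.6% in these data, passing the limit was not always enough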;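 note: 100% uses oxytocin at 75 nM as the full agonist control; some results filed as inactive read as strong as hits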
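Material: human OTR in CHO cells. Compound: 3.0 µM, one dose. Timing: compound 6 min at room temperature before oxytocin, 100 s read. Evaluation: % activation of max/min ratio relative to oxytocin controls. Replication: single well per compound, singlicate. Signal: Fluo-8 calcium dye fluorescence.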
TAAR1 antagonist = antagonists of human TAAR1; Q96RJ0; AID 624466; inhibition, % at 3 µM; 360,000 tested, 1.5% active; CHO RD-HGA16 TAAR1, Fluo-8 calcium fluorescence, antagonist;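 active = inhibition above a per-plate cutoff, the mean inhibition of test compounds on that plate plus 3 SD, cut at about 49% in these data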;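 note: 0% = DMSO plus EC80 beta-PEA response and 100% = DMSO alone without agonist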
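test system = CHO RD-HGA16 cells bearing hTAAR1 | replication = singlicate | controls = DMSO-only wells and EC80 β-PEA-stimulated wells | reagent = EC80 β-phenethylamine stimulus | read-out basis = percent inhibition of PEA-evoked calcium signal, max/basal emission ratio | schedule = seeding 17-24 h prior, 75-min 37 °C, 30-min RT dye loading | signal = kinetic Fluo-8 calcium fluorescence measurement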
The depositor's hits bear a star; nt = no result given. Rows are unselected. About 3.7% of those tested had a hit in this group.

no.	smiles	V1aR counter	CHRM1 PAM	CHRM1 antagonist	OXTR agonist	TAAR1 ag
1	CON1C(=O)C(=O)N(OC)C(C)(C)C1C (configuration not stated)	-0.4	9	-13	-1.0	13
2	O=C(NCCN1CCOCC1)c1ccc(N2CCCC2)c([N+](=O)[O-])c1	0.4	3	6	-0.6	0
3	CCC(c1nnnn1CCOC)N(Cc1cc2c(C)cc(C)cc2[nH]c1=O)CC1CCCO1 (configuration not stated)	-0.1	7	-6	0.0	8
4	CN(C(=O)c1cc2n(n1)C(C(F)(F)F)CC(c1ccco1)N2)c1ccc(OC(F)(F)F)cc1 (configuration not stated)	4.8	0	7	4.6	13
5	O=c1nccc(N/N=C/c2ccccc2O)[nH]1	nt	5	-8	nt	38*
6	Cc1ccc(C)c(N2CCN(C(=O)c3cn(C)c4ccc(S(=O)(=O)N(C)C)cc4c3=O)CC2)c1	0.6	5	-3	0.1	2
7	CCOc1ccccc1NC(=O)N1CCC(NC(=O)c2ccccc2C)CC1	0.0	9	-8	0.0	1
8	CC(=O)Nc1ccc(/C=C(\C#N)C(=O)NC2CCCCC2)cc1	1.9	8	-6	2.9	12
9	Cc1ccc(NCc2ccccc2F)cc1	0.4	0	0	0.2	0
10	FC(F)(F)c1cccc(Cc2noc(CN3CCSCC3)n2)c1	-1.1	8	-4	-0.6	7
11	COc1cccc(N2CCN(c3nc(C)c(C)c(=O)[nH]3)CC2)c1	0.2	7	-7	0.5	1
12	COc1cc(/C=C2\SC(=S)N(N(C)c3ccccc3)C2=O)ccc1O	8.3	-1	2	6.0	21

no.	CHO parental Ca	CHRM1 agonist	OXTR potentiate	TAAR1 antagonist
1	9	0	-6	-19
2	-16	-5	-15	-6
3	-9	0	3	-18
4	13	-3	-8	-5
5	nt	-1	nt	-9
6	-11	-5	-1	-37
7	-2	-3	-15	13
8	-21	1	6	-6
9	-3	-4	1	4
10	-3	-7	0	3
11	-9	2	3	-40
12	5	2	-5	-4

(next part)
no.	smiles	V1aR counter	CHRM1 PAM	CHRM1 antagonist	OXTR agonist	TAAR1 ag
13	CC(=O)Nc1ccc(N2C(=O)CSC2c2cccc(Br)c2)cc1 (configuration not stated)	6.8	-3	3	4.4	5
14	CCc1nc(NCC2CCCO2)c(C#N)c2c1COC(C)(C)C2 (configuration not stated)	-0.6	3	-7	-1.7	9
15	CC1=C(C(=O)OCC2CCCO2)C(c2coc3ccc(Cl)cc3c2=O)C2=C(CCCC2=O)N1 (configuration not stated)	-0.6	10	-6	-1.9	8
16	COc1ccccc1CNC(=O)C(C)c1ccc([N+](=O)[O-])cc1 (configuration not stated)	5.0	7	-5	2.6	6
17	CC1=NN(C(=O)Cc2ccc([N+](=O)[O-])cc2)C(O)(c2ccccc2)C1 (configuration not stated)	1.0	0	1	1.6	14
18	CCOc1ccccc1C(=O)NC(C)c1ccc2c(c1)OCO2 (configuration not stated)	-1.1	-3	6	-2.3	8
19	O=C(COC(=O)C1CCN(S(=O)(=O)c2ccc(Cl)c(C(F)(F)F)c2)CC1)NCC1CCCO1 (configuration not stated)	nt	-5	5	nt	0
20	CCN(CC)CCNC(=O)c1cn(-c2ccccc2)nc1-c1cccs1	3.8	5	0	12	4
21	CCCCn1c(/C=C/c2ccco2)nc2ccccc21	-0.5	8	-8	-2.6	-1
22	CC(/C=C\c1ccccc1)=C/C(=O)O	-1.0	6	-12	-0.6	12
23	Cc1ccccc1Nc1ncnc2[nH]ncc12	nt	8	-20	nt	0
24	O=C(CCCn1c(=O)c2cccn2c2cccnc21)NCc1cccc(Br)c1	0.5	5	2	0.6	4

no.	CHO parental Ca	CHRM1 agonist	OXTR potentiate	TAAR1 antagonist
13	-1	-4	-18	0
14	-10	-5	-8	7
15	-25	0	-6	24
16	-17	-6	2	7
17	-9	1	-13	12
18	-24	-6	-2	-1
19	nt	-3	nt	16
20	-18	-3	-15	-9
21	-15	-5	-6	-1
22	-5	0	-5	-37
23	nt	-3	nt	-7
24	-5	1	-15	26

The results go on.
no.	smiles	V1aR counter	CHRM1 PAM	CHRM1 antagonist	OXTR agonist	TAAR1 ag
25	CCOC(=O)c1c(C)[nH]c(C)c1C(=O)COC(=O)c1ccc(Cl)c(S(N)(=O)=O)c1	-0.1	-2	-1	0.7	8
26	Cc1cc(C)c2cccc(N)c2n1	-0.3	6	-4	0.6	3
27	CN(C)C(=S)c1ccc(N(C)C)cc1	-0.1	12	-16	0.1	1
28	CCCN(C(=O)CSc1nc2c(cnn2-c2ccccc2)c(=O)[nH]1)C1CCS(=O)(=O)C1 (configuration not stated)	0.7	5	-3	0.8	4
29	CN(C)C(=S)N=c1ssc(=S)n1Cc1ccco1	nt	-3	-6	nt	11
30	CCCN1CCN(CCCNC(=O)c2ccc(NC(=O)C3=C(C)OCCS3)cc2)CC1	0.1	3	-7	0.2	2
31	CCOc1ccc(NC(=O)CSc2ccc(-c3ccccn3)nn2)cc1	-0.6	2	-7	-1.4	3
32	COc1ccccc1NC(=O)/C=C1\SCC(=O)N1C	1.0	3	-8	1.1	1
33	O=c1[nH]c2ccccc2nc1C(F)(F)C(F)F	0.3	8	-8	0.3	12
34	O=C(CSc1nnc(NC(=O)c2ccc(S(=O)(=O)N3CCOCC3)cc2)s1)Nc1ccccc1C(F)(F)F	1.1	4	-1	-1.2	3
35	O=C(Oc1ccc(/C=N/Nc2nc(N3CCCCC3)nc(N3CCCCC3)n2)cc1)c1ccco1	0.3	7	-2	-0.3	0
36	O=C(NCC1CCCO1)c1ccc(N2C(=O)C3CCCCC3C2=O)cc1 (configuration not stated)	2.9	-1	1	1.0	4

no.	CHO parental Ca	CHRM1 agonist	OXTR potentiate	TAAR1 antagonist
25	-12	-2	-4	-3
26	8	-5	-4	2
27	9	-3	1	-14
28	9	-1	-7	-20
29	nt	-3	nt	14
30	-13	0	2	4
31	-5	-5	-1	-29
32	-3	-4	-13	-14
33	10	-2	-1	5
34	9	-2	-3	-1
35	-8	-2	-12	-2
36	-12	-1	7	-1

Complete entries from above. Order of values: V1aR counter | CHRM1 PAM | CHRM1 antagonist | OXTR agonist | TAAR1 ag | CHO parental Ca | CHRM1 agonist | OXTR potentiate | TAAR1 antagonist
COc1ccccc1NC(=O)/C=C1\SCC(=O)N1C as listed: 1.0 | 3 | -8 | 1.1 | 1 | -3 | -4 | -13 | -14
Cc1cc(C)c2cccc(N)c2n1 as listed: -0.3 | 6 | -4 | 0.6 | 3 | 8 | -5 | -4 | 2
O=c1[nH]c2ccccc2nc1C(F)(F)C(F)F as listed: 0.3 | 8 | -8 | 0.3 | 12 | 10 | -2 | -1 | 5
CCOc1ccc(NC(=O)CSc2ccc(-c3ccccn3)nn2)cc1 as listed: -0.6 | 2 | -7 | -1.4 | 3 | -5 | -5 | -1 | -29
CCOC(=O)c1c(C)[nH]c(C)c1C(=O)COC(=O)c1ccc(Cl)c(S(N)(=O)=O)c1 as listed: -0.1 | -2 | -1 | 0.7 | 8 | -12 | -2 | -4 | -3

Next records
no.	smiles	V1aR counter	CHRM1 PAM	CHRM1 antagonist	OXTR agonist	TAAR1 ag
37	CC(=O)c1c(C)[nH]c(C(=O)OCC(=O)c2c(N)n(CC(C)C)c(=O)n(C)c2=O)c1C	2.5	-6	5	1.5	9
38	Cc1cccc(NC(=O)c2ccc(C(=O)Nc3cccc(C)c3)nc2)c1	3.0	-12	5	-1.4	5
39	COc1ccc(O[C@H]2C=C[C@@H](c3ccccc3)O[C@@H]2COC(=O)CC/C(C)=N/OC[C@@H](O)COCc2ccco2)cc1	0.4	nt	nt	2.9	nt
40	O=C1CC(N(CCc2ccccc2)C(=S)Nc2cc(Cl)ccc2Cl)C(=O)N1c1c(Cl)cccc1Cl (configuration not stated)	3.5	-3	-21	4.2	12
41	COC(=O)c1ccc(C)c(NC(=O)C2COc3ccccc3O2)c1 (configuration not stated)	-0.4	4	-14	-1.0	3
42	Cc1ccc(S(=O)(=O)N2C[C@H]3C(=O)C[C@@H](c4ccccc4)N(S(=O)(=O)c4ccc(C)cc4)[C@H]3C[C@H]2c2ccc(Cl)cc2)cc1	nt	-1	-2	nt	1
43	O=C(NCC(c1ccccc1)N1CCCC1)C1CCN(C(=O)Nc2ccccc2)CC1 (configuration not stated)	nt	-11	4	nt	1
44	CC1=CC(C)C2(CO)COC(c3ccc(O)cc3)C1C2C (configuration not stated)	4.7	3	6	6.4	5
45	Cc1ccc(O)c(NC(=O)CCCC(=O)O)c1	0.8	7	-4	1.0	6
46	O=C(O)c1ccccc1CSc1ncn[nH]1	0.1	-8	16	-0.8	3
47	Cc1ccc(Oc2nnc(-c3ccc(C)cc3)c3ccccc23)cc1	-1.7	9	2	-1.8	2
48	COc1ccc(C2CC(c3cccc(C(F)(F)F)c3)=NN2c2ccc(S(N)(=O)=O)cc2)cc1 (configuration not stated)	nt	-3	0	nt	0

no.	CHO parental Ca	CHRM1 agonist	OXTR potentiate	TAAR1 antagonist
37	-17	-5	-5	8
38	-12	-9	2	17
39	-21	nt	-13	nt
40	4	-1	-12	-7
41	-13	-4	-5	-19
42	nt	-2	nt	9
43	nt	-8	nt	-5
44	-10	5	-10	19
45	-1	-1	4	-5
46	-4	-7	-5	-5
47	-18	-4	-4	-4
48	-12	-3	nt	-5
